Bioassay records: PubChem BioAssay, several laboratories
MT stabilize HCS – microtubule stabilizers in HeLa cells, primary screen, imaging, high-content imaging; HeLa tubulin immunostaining HCS, 24 h; share of cells brighter than vehicle mean+2SD; % tubulin-high responders, % at 10 µM; hit rate 0.83% among 200,000; AID 2205, 2009;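 active means plate Z-score above 3 for both tubulin-high and condensed-nucleus cell shares, with cell loss under 80%, at 10 µM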;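 further: anti alpha tubulin signal scored within the nucleus-defined area of each cell; some results filed as inactive read as strong as hits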
Salmonella PhoP GFP – inhibitors of PhoP regulon expression, primary screen, Salmonella Typhimurium, GFP reporter (AID 1863) | hit rate 0.16% among 300,000 | one-dose inhibition, % at 50 µM; IC50 in µM for titrated hits | S. Typhimurium PhoP-regulated promoter GFP reporter, 4 h; higher % means a stronger effect;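 active means inhibition over 29.93%, a cutoff 3 SD above the screen mean, later confirmed by dose response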;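 further: 0% = low Mg2+ inducing control and 100% = high Mg2+ repressing control; strong numbers were not always called active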
Hep lipid drop – inhibitors of hepatocyte lipid droplet formation, primary screen, imaging, high-throughput imaging, BODIPY stain; AML12 mouse hepatocytes, oleate lipid droplets; inhibition, % at 6.5 µM; hit rate 0.4% among 240,000;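 active means lipid droplet intensity inhibited by at least 50%, with more than 500 cells counted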
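material = mouse AML12 hepatocyte cell line, fixed after treatment | also added = 100 µM oleic acid challenge | doses = compound at 6.5 µM only | schedule = overnight exposure | technique = Image-based BODIPY and DAPI two-channel analysis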
Autophagy HCS – autophagy modulators in MEF cells, primary screen, imaging, high-content, MEF GFP-LC3; MEF GFP-LC3 puncta imaging; test concentration mostly 10 µM; calls only at 10 µM (by protocol); hit rate 0.98% among 190,000;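 active means percentage of spot-positive cells more than 3 SD above its plate mean, without a fluorescence outlier flag or 80% toxicity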;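 further: spot-positive cell cutoff set from DMSO-treated cells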
T cell modulator – modulators of CD8 T cell-vesicle binding, primary screen, mouse 2C CD8+ T cells, flow cytometry | 2C CD8+ T cell-vesicle binding; active compounds read low | calls only at 7 µM | hit rate 0.068% among 330,000 | AID 2052, 2009;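 active means response, share of CD8 T cells binding vesicles, and their 90th percentile fluorescence all below set limits, cut at about 80% in these data, passing the limit was not always enough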
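Also added: QL9-peptide-loaded Drosophila micro-vesicles bearing Ld, ICAM-1 and B7-1; Test system: purified 2C TCR transgenic mouse naive CD8+ T cells; Measured by: cytometric PE anti-B7-1 and Alexa647 anti-CD8 signals after 1% paraformaldehyde fixation; Timing: binding step 1.5 h, 37 °C, antibody labelling 20 min, ice.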
Dynein transport – inhibitors of GR-EGFP nuclear translocation, primary screen, dynein cargo transport inhibitor project, imaging, high-content, 3617.4 mouse cells | test concentration mostly 20 µM; stimulated with dexamethasone, 1 µM; active compounds read low | hit rate 0.47% among 220,000 | AID 1381, 2008 | z-score, hits read low;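 active means plate z-score of nuclear minus cytoplasmic receptor signal below a set negative limit, without overly bright fluorescence or cell loss, cut at about -3.5 in these data, passing the limit was not always enough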;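 further: z-score of nuclear minus cytoplasmic ring GR-EGFP intensity difference per well; some compounds called inactive have numbers as strong as hits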
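Also added: dexamethasone, 1.0 µM final. Medium: tet-free, stripped-serum medium. Detection: fixed, Hoechst-stained cells imaged at 10x for EGFP. Read-out: nuclear-to-cytoplasmic GR-EGFP distribution per well. Times: induction 48 h, compound 1 h, agonist 30 min.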
Insulin prom up – insulin promoter activators in MIN6 cells, imaging, high-content screening, mouse beta cells. MIN6 insulin promoter-GFP reporter; active compounds read high. z-score at 5 µM. hit rate 0.3% among 190,000. AID 1625, 2009;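 active means z-score above 3 at 5 µM with at least 500 cells counted in the well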
bCat nuc transl – modulators of beta-catenin nuclear translocation, primary screen, imaging, HeLa cells, immunofluorescence, high-content. nuclear translocation activity, % at 5 µM. hit rate 0.3% among 190,000. AID 1665, 2009;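 active means nuclear translocation activity above 50% at 5 µM, with a well cell count of 50 or more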;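 further: per-cell ratio of nuclear to cytoplasmic median beta-catenin stain intensity; plate controls were DMSO negative control for no effect and GSK-3 inhibitor IX positive control for full effect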
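assay system = human HeLa cells, endogenous beta-catenin | times = compound treatment 24 h, 37°C, 5% CO2 | detection = Anti-beta-catenin immunofluorescence on PFA-fixed, Triton-permeabilized cells, DAPI nuclei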
CSM14.1 death rescue – rescue of cells from ER stress-induced death, primary screen, 384-well, CSM14.1, thapsigargin, ATP luminescence (AID 1222); CSM14.1 thapsigargin-induced death rescue, ATP luminescence; higher % means a stronger effect; cellular ATP content (survival), % at 20 µM; hits with a dose series show EC50 in µM; 190,000 tested, under 10 active;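 active means EC50 below 50 µM in the dose-response confirmation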;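 further: death triggered by thapsigargin at about 15 µM added after 2 h compound pretreatment; cell ATP read after overnight thapsigargin exposure of roughly 18 to 22 hours; normalized against plate controls of thapsigargin alone and 5% DMSO vehicle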
Dynein transport cytoplasmic EGFP – recorded beside Dynein transport, whose call it bears; z-score; measured here: cytoplasmic GR-EGFP intensity; active compounds read high
Dynein transport nuclear GR-EGFP – recorded beside Dynein transport, whose call it bears; z-score; measured here: nuclear GR-EGFP intensity;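 lower value marks the stronger effect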
Dynein transport cell count – recorded beside Dynein transport, whose call it bears; z-score; measured here: cell count per field
Insulin prom up cell count – further read-out of Insulin prom up, marked with its call; cell count; measured here: cytotoxicity, nuclei count;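 total cells summed across four imaged fields per well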
Hep lipid drop cells 6.5 µM – recorded beside Hep lipid drop, whose call it bears; cell count; measured here: cell count, cytotoxicity flag;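 cells counted across two imaged fields per well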
bCat nuc transl cell count 5 µM – recorded beside bCat nuc transl, whose call it bears; cell count; measured here: cell count, cytotoxicity flag
T cell modulator vesicle-bound % – also measured in T cell modulator; calls as there; double positive events, %; measured here: CD8+ vesicle-bound cell fraction;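 binding gate set so that unloaded-vesicle control wells show 10% double positive cells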
MT stabilize HCS Hoechst-high % – further read-out of MT stabilize HCS, marked with its call; % Hoechst-high responders; measured here: nuclear condensation Hoechst responders;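 share of cells brighter than vehicle mean plus two SD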
MT stabilize HCS cytotoxicity % – second read-out of MT stabilize HCS, no call of its own (marks repeat the call); toxicity, %; measured here: cytotoxicity by cell density;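 0% = mean cell density of plate MIN control wells and 100% = no cells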
Autophagy HCS cell loss 18 h – second read-out of Autophagy HCS, no call of its own (marks repeat the call); toxicity, %; measured here: cell loss, nuclei count;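 cell loss after 18 h compound exposure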
* = called active by the depositor; i = inactive; / = no result given; + = active, no number.

SMILES	MT stabilize HCS	MT stabilize HCS Hoechst-high %	MT stabilize HCS cytotoxicity %	Salmonella PhoP GFP	Hep lipid drop	Hep lipid drop cells 6.5 µM	Autophagy HCS	Autophagy HCS cell loss 18 h	T cell modulator	T cell modulator vesicle-bound %	Dynein transport	Dynein transport cytoplasmic EGFP	Dynein transport nuclear GR-EGFP	Dynein transport cell count	Insulin prom up	Insulin prom up cell count	bCat nuc transl	bCat nuc transl cell count 5 µM	CSM14.1 death rescue
Cc1ccc(NC(=O)c2c(C(F)(F)F)nn(C)c2Cl)cc1C	1.4	1.6	2.6	-2%	/	/	i	-4	i	35	/	/	/	/	/	/	/	/	0.1%
COC(=O)/C=C1/SC(=Nc2ccc(Cl)c(Cl)c2)NC1=O	/	/	/	0%	-4	679	/	/	i	30	1.2	-0.24	0.53	-0.56	0.01	1381	-3.3	1168	/
CCN(c1cccc(C)c1)S(=O)(=O)c1cccc2nsnc12	1.2	2.8	8.2	-1%	-21	757	i	-10	i	19	1.7	-0.19	1.4	-0.48	1.3	1140	-1.0	1133	2.0%
CC(C)n1c(=O)c2c(O)cc(=O)oc2c2ccccc21	2.7	2.1	7.9	-3%	/	/	i	11	i	37	-0.43	-0.27	0.0022	0.18	/	/	/	/	-0.8%
CCOC(=O)C1=C(C)Nc2nc3ccccc3n2C1c1ccc(O)cc1 (stereo unspecified)	/	/	/	-6%	-30	697	/	/	i	40	-0.018	-0.24	0.3	0.97	-0.37	1091	1.2	1260	/
CC(Sc1nncs1)C(=O)NCC(=O)Nc1ccc(F)c(F)c1F (stereo unspecified)	5.7	1.6	9.8	-8%	24	693	i	1	i	18	0.019	-0.29	-0.02	0.04	-0.38	1280	-3.1	1054	1.4%
CCCCOC(=O)c1ccc(-c2ccc(/C=N/NC(=S)NCC)o2)cc1	1.4	1.0	5.5	-3%	19	829	i	-4	i	36	-1.2	0.085	-0.36	0.7	0.07	834	0.9	1005	-1.0%
CN(C)S(=O)(=O)c1ccc(C(=O)N2CCN(S(=O)(=O)c3cccs3)CC2)cc1	1.8	2.4	7.7	5%	17	689	i	9	i	58	0.071	-0.23	0.056	-0.68	0.22	1248	-1.9	1160	-0.9%
Cc1cccc(NC(=S)NN(Cc2ccccc2)c2ccccc2)c1C	2.4	1.8	6.5	-8%	12	847	i	-8	i	59	-0.85	-0.24	0.22	0.54	/	/	/	/	-0.6%
CN(C(=O)c1ccccn1)c1nnc(-c2cnccn2)s1	3.5	2.0	2.6	-6%	/	/	i	-54	i	32	-0.39	-0.14	0.14	0.29	0.25	1220	1.8	1358	-1.5%
COC(=O)CCC(=O)Nc1cccc2ccccc12	3.7	1.9	2.7	-2%	/	/	i	-7	i	47	0.74	-0.14	0.17	-0.69	-0.31	1624	0.7	1399	-1.8%
CCn1cc(/C=N\NC(=O)c2ccc(Cl)cc2)cn1	1.9	4.5	11	-10%	-1	665	i	-11	i	12	0.53	-0.26	-0.088	-0.16	0.34	1219	-1.3	631	1.5%
Fc1ccc2c(c1)C(c1cccnc1)=NNC(c1cccs1)=N2	13*	34*	33*	2%	-7	737	i	-6	i	42	-0.53	-0.33	-0.58	0.6	0.06	1283	9.3	530	-1.0%
Cc1cccc(Nc2nnc(SCc3cc(=O)n4cc(C)ccc4n3)s2)c1	4.7	1.8	0.5	-1%	3	603	i	0	i	38	1.5	-0.28	0.77	-1	0.47	1241	-2.8	539	-6.6%
COc1ccc(OC)c(NC(=O)[C@H]2CC=CC[C@H]2C(=O)O)c1	3.1	2.1	8.1	-1%	/	/	i	14	i	32	0.61	-0.44	0.016	0.22	0.76	1620	-1.1	1305	-0.8%
CC(=O)c1cc(-c2ccccc2)n(CC(=O)NCc2cccs2)c1C	3.6	2.9	1.9	-10%	/	/	i	-3	i	37	-0.49	-0.27	-0.29	0.53	0.46	1251	-1.4	1201	-3.3%
COc1cccc(OC)c1OCCCOc1cccc2cccnc12	2.8	2.8	4.8	-1%	2	670	i	4	i	32	0.66	-0.31	0.6	-0.42	0.29	1388	-0.3	1490	-2.0%
CCCC(C)c1nnc(NC(=O)CS(=O)(=O)Cc2ccccc2)s1 (stereo unspecified)	3.9	1.5	1.0	7%	/	/	i	4	i	28	-0.06	-0.17	0.29	-0.25	0.21	1578	1.4	1362	-1.2%
O=C(COc1cccc2cccnc12)N/N=C1\SCC(=O)N1CCc1ccccc1	1.8	2.3	6.2	1%	11	721	i	-14	i	42	-0.069	-0.36	0.071	0.64	-0.17	1437	-0.8	1029	-2.3%
Clc1ncc2[nH]cnc2n1	1.7	1.5	4.3	4%	-11	657	i	22	i	30	-0.25	-0.29	0.62	-0.27	0.12	1218	-2.5	1116	-1.3%
CCOC(=O)c1c(NC(=O)CS(=O)(=O)c2cn(CC)c3ccccc23)sc2c1CCCC2	3.4	1.7	3.1	0%	0	747	i	-8	i	18	-0.078	-0.17	0.95	-0.86	0.24	1300	2.0	560	12%
COc1ccc2[nH]c(=O)c(CN(CCc3cccc(C)c3)C(C)=O)cc2c1	1.4	1.0	0.7	-5%	-11	680	i	-4	i	52	-0.6	2.1	0.13	0.0063	0.7	842	1.4	1108	0.3%
CN(C)n1cnc2ccsc2c1=O	1.9	1.3	4.7	3%	0	707	i	-15	i	48	-0.6	-0.3	-0.19	0.54	0.08	1549	0.2	1559	-1.0%
Cn1c(=O)cc(OCCCC(=O)Nc2cccnc2)c2ccccc21	5.9	4.0	8.1	10%	/	/	i	-5	i	45	0.3	-0.28	0.39	-0.39	0.32	1414	0.4	1360	0.7%
Cc1ccc(Nc2nc(N)nc(CSc3nccn3C)n2)c(C)c1	4.7	2.5	4.8	-7%	-4	759	i	2	i	37	0.037	-0.23	-0.24	0.67	-0.74	1232	1.0	1098	-2.8%
CC(=O)OC1CC(C)(C)N(OC(=O)c2ccccc2)C(C)(C)C1	6.0	1.8	11	-5%	-1	749	i	-4	i	32	0.71	-0.16	0.95	0.34	-0.27	1081	-1.1	1181	0.0%
CC(C)CCOCc1nc2sc3c(c2c(=O)[nH]1)CCC(C)C3 (stereo unspecified)	2.0	1.6	6.4	-16%	10	794	i	28	i	9	-0.49	0.36	-0.1	0.28	/	/	0.4	939	0.6%
CCN(CC)c1ccc2c(Cl)cc(=O)oc2c1	5.5	1.0	9.3	-1%	/	/	i	1	+	3.0*	-1.2	-0.13	-0.98	1.5	0.28	1653	0.2	1378	1.5%

Grouped by structure, the compounds so far containing two or more sulfur atoms (6)
SMILES	MT stabilize HCS	MT stabilize HCS Hoechst-high %	MT stabilize HCS cytotoxicity %	Salmonella PhoP GFP	Hep lipid drop	Hep lipid drop cells 6.5 µM	Autophagy HCS	Autophagy HCS cell loss 18 h	T cell modulator	T cell modulator vesicle-bound %	Dynein transport	Dynein transport cytoplasmic EGFP	Dynein transport nuclear GR-EGFP	Dynein transport cell count	Insulin prom up	Insulin prom up cell count	bCat nuc transl	bCat nuc transl cell count 5 µM	CSM14.1 death rescue
CCN(c1cccc(C)c1)S(=O)(=O)c1cccc2nsnc12	1.2	2.8	8.2	-1%	-21	757	i	-10	i	19	1.7	-0.19	1.4	-0.48	1.3	1140	-1.0	1133	2.0%
CC(Sc1nncs1)C(=O)NCC(=O)Nc1ccc(F)c(F)c1F (stereo unspecified)	5.7	1.6	9.8	-8%	24	693	i	1	i	18	0.019	-0.29	-0.02	0.04	-0.38	1280	-3.1	1054	1.4%
CN(C)S(=O)(=O)c1ccc(C(=O)N2CCN(S(=O)(=O)c3cccs3)CC2)cc1	1.8	2.4	7.7	5%	17	689	i	9	i	58	0.071	-0.23	0.056	-0.68	0.22	1248	-1.9	1160	-0.9%
Cc1cccc(Nc2nnc(SCc3cc(=O)n4cc(C)ccc4n3)s2)c1	4.7	1.8	0.5	-1%	3	603	i	0	i	38	1.5	-0.28	0.77	-1	0.47	1241	-2.8	539	-6.6%
CCCC(C)c1nnc(NC(=O)CS(=O)(=O)Cc2ccccc2)s1 (stereo unspecified)	3.9	1.5	1.0	7%	/	/	i	4	i	28	-0.06	-0.17	0.29	-0.25	0.21	1578	1.4	1362	-1.2%
CCOC(=O)c1c(NC(=O)CS(=O)(=O)c2cn(CC)c3ccccc23)sc2c1CCCC2	3.4	1.7	3.1	0%	0	747	i	-8	i	18	-0.078	-0.17	0.95	-0.86	0.24	1300	2.0	560	12%
